Screening results from PubChem.
aGal spleen mod: qHTS Assay for Inhibitors and Activators of Human alpha-Galactosidase From Spleen Homogenate; Alpha-galactosidase A (Homo sapiens), P06280; human spleen homogenate, 4MU-alpha-Gal fluorescence, 40 min; Potency, µM (series often up to 80 µM), without a hit: top-dose activity change, negative = inhibition, usual class: inhibitors; actives 0.008% (n = 240,000);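 note: 0% = enzyme with vehicle and -100% = no enzyme basal signal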
Target sequence (P06280 32-429 limits assumed): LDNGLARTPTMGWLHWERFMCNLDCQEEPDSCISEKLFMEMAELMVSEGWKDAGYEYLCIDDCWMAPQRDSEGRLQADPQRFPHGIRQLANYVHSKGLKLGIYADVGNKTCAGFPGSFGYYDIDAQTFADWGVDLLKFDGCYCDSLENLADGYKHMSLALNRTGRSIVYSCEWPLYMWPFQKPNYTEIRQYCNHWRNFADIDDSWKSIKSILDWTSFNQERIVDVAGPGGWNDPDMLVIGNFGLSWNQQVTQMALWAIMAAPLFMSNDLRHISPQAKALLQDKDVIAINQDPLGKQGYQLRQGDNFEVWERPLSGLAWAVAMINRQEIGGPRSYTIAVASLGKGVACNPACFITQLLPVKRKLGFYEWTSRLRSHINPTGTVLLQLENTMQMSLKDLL
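Human spleen homogenate (1 ug) was the enzyme source, with 4-methylumbelliferyl-alpha-D-galactopyranoside (1 mM final) in pH 5.0 citrate buffer with 0.01% Tween-20. Compounds were titrated; after 40 min at 37C, NaOH/glycine stop, 4-MU fluorescence read; AC50 from Hill fits.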
Tau fluor counter: Counterscreen qHTS for Inhibitors of Tau Fibril Formation, Fluorescence Polarization; tau K18 P301L Alexa594 fluorescence, heparin fibrillization; Potency, µM (titrated, usually from 57.7 µM), for inactives: at the top dose activity change, negative = decrease; actives 0.93% (n = 280,000); AID 1463, 2008; note: % is set by controls: 0 for no effect and ±100 for the full control effect; nearly all actives have a fitted effect of over 55% in size
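Human tau K18 P301L (15 uM unlabeled, 0.24 uM Alexa 594-labeled) in 100 mM sodium acetate pH 7 with 20 uM heparin, 6 hr at 37 C. ThT 30 uM added, 1 hr ambient; Alexa 594 FP and total fluorescence read at 555/632 nm.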
GAA inh: qHTS Assay for Inhibitors of Human alpha-Glucosidase as a Potential Chaperone Treatment of Pompe Disease | purified human GAA, 4-MU-alpha-glucoside fluorescence | Potency, µM (top dose mostly 76.9 µM), inactives show at the highest dose activity change, negative = inhibition, usual class: inhibitors | actives 0.005% (n = 200,000) | AID 1466, 2008;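 note: plate controls were uninhibited enzyme wells for no effect and no-enzyme background for full effect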
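qHTS format, compound range up to 77 uM. Human lysosomal enzyme at 4 nM, 400 uM 4-MU glucoside substrate, pH 5.0, 20 min room temperature; fluorescence after alkaline stop gives activity normalized to controls.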
HTT cytoprotect: qHTS Multiplex Assay to Identify Dual Action Probes in a Cell Model of Huntington: Cytoprotection (ATP); PC12 HTT-Q103 induced, cytoprotection, ATP luminescence, 40 h; Potency, µM (titrated, usually from 56.4 µM), inactives show cytoprotection (ATP increase), hits mostly activators; actives 0.14% (n = 230,000);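 note: % of control where 0% means no effect; nearly all actives have a fitted effect of over 45% in size; toxic huntingtin expression switched on by the ecdysone agonist tebufenozide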
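PC12 cells stably carrying ecdysone-inducible Htt exon 1 (Q103)–GFP were induced with 100 nM tebufenozide (final) alongside library compounds in a dose series. Cytoprotection was scored as retained ATP by ATPlite luminescence.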
GAA spleen mod: qHTS Assay for Inhibitors and Activators of Human alpha-Glucosidase From Spleen Homogenate | Lysosomal alpha-glucosidase (Homo sapiens), P10253 | actives 0.006% (n = 240,000) | human spleen homogenate, 4-MU-alpha-glucoside fluorescence | Potency, µM (titrated, usually from 79.9 µM), without a hit: at the top dose activity change, negative = inhibition, most hits filed as inhibitors | AID 2112, 2009;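 note: 0% = enzyme with vehicle and -100% = no enzyme basal signal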
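AC50 values come from Hill-equation fits of concentration-response data, normalized to no-enzyme and full-activity controls. Enzyme source: 1 ug human spleen homogenate; 1 mM fluorogenic 4-MU glucoside, pH 5.0 citrate buffer, 37 C, 40 min.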
GAA glycogen mod: qHTS Assay for Inhibitors and Activators of Human alpha-Glucosidase Cleavage of Glycogen | Lysosomal alpha-glucosidase (Homo sapiens), P10253 | recombinant GAA, glycogen substrate, Amplex Red glucose oxidase fluorescence | Potency, µM (top dose mostly 76.4 µM), for the others: top-dose activity change, negative = inhibition, usual class: inhibitors | actives 0.38% (n = 300,000) | AID 2100, 2009;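 note: 0% = full enzyme reaction and -100% = no-enzyme basal signal; the screen sought inhibitors and activators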
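Natural-substrate format: glycogen cleavage by 4 nM human enzyme, glucose read by Amplex Red coupling (Ex 573, Em 610 nm). Normalized to enzyme and no-enzyme controls.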
Tau fibril ThT: qHTS for Inhibitors of Tau Fibril Formation, Thioflavin T Binding | actives 2.1% (n = 270,000) | recombinant tau K18 P301L (four-repeat tau fragment), heparin-induced fibrillization, ThT fluorescence | Potency, µM (doses to about 57.4 µM), without a hit: at the highest dose activity, negative = inhibition, actives largely listed as inhibitors; note: % is set by controls: 0 for no effect and ±100 for the full control effect; nearly all actives have a fitted effect of over 55% in size
Target sequence (P10636 561-689 P618L limits assumed): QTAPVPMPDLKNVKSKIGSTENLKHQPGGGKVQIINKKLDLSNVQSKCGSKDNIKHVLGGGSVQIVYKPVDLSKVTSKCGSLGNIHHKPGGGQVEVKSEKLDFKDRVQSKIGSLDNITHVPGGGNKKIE
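Aggregation was driven by heparin (20 uM final) acting on recombinant tau […] bearing P301L in 100 mM sodium acetate pH 7; fibrils were detected with Thioflavin T.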
Tau FP inhib: qHTS for Inhibitors of Tau Fibril Formation, Fluorescence Polarization; Microtubule-associated protein tau (Homo sapiens), P10636; K18 P301L tau heparin fibrillization, Alexa594 FP, 6 h; Potency, µM (doses to about 57.7 µM), for the others: at the top dose activity, negative = inhibition, actives largely listed as inhibitors; actives 0.39% (n = 280,000); AID 1468, 2008; note: % is set by controls: 0 for no effect and ±100 for the full control effect; nearly all actives have a fitted effect of over 55% in size
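Recombinant K18 P301L […], labeled with Alexa 594 at 0.24 uM over 15 uM unlabeled; heparin inducer 20 uM final; 37 C, 6 hr; FP endpoint.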
Numbers without * were called inactive; ? = inconclusive; . = not tested or not shown; & = joins results of further samples; [ ] = another dose, or the depositor's remark. Calls come from the whole dose curve; as a rule, active = well fitted curve in the direction sought with a large enough effect; inconclusive = small, poorly fitted or top-dose-only effect, or another doubt; inactive = no such curve, though single readings can be large; an effect the other way counts as inactive or inconclusive. Potency is the fitted concentration of half-maximal effect.

cpd	structure	Tau fibril ThT	Tau fluor counter	GAA glycogen mod	HTT cytoprotect	aGal spleen mod	Tau FP inhib	GAA spleen mod	GAA inh
1	CCOC(=O)C1(Cc2ccccc2)CCN(Cc2cc(OC)c3c(c2)OCO3)CC1	-12%	-18%	0%	2%[10 µM]	2%	-11%	5%	-6%
2	COc1ccc(-c2cc(C(=O)OCC(=O)N3CCCC3)c3ccccc3n2)cc1	?	-25%	-3%	-80%[inhibitor]	14%	1%	7%	-3%
3	O=C1Nc2c(Br)cc(Br)cc2C1(O)N1CCOCC1 (configuration not stated)	-14%	-2%	-1%	-78%[inhibitor]	2%	-8%	0%	0%
4	CC1CN(C(=S)NC(=O)c2ccc([N+](=O)[O-])cc2)CC(C)O1 (configuration not stated)	-1%	-1%	8%	-5%	2%	2%	-4%	3%
5	O=C(NC(Cc1c[nH]c2ccccc12)c1nnc2n1CCCCC2)c1ccccc1Cl (configuration not stated)	-1%	0%	?	-2%	11%	2%	8%	4%
6	COc1cccc(C(=O)Nc2cc(Cl)c(O)c(Cl)c2)c1	?	-24%	-12%	0%[10 µM]	0%	9%	-13%	.
7	COc1cccc(CNC(=O)C(CCSC)NS(=O)(=O)c2ccc3c(c2)oc(=O)n3C)c1 (configuration not stated)	-7%	0%	6%	-9%[10 µM]	3%	1%	0%	-6%
8	CSc1c(C#N)c(N)c(C#N)c2c1COC(C)(C)C2	-6%	-2%	2%	-31%[0.074 µM]	21%	-3%	6%	?
9	CNC(=S)NCCc1ccccc1	5%	2%	6%	3%[10 µM]	4%	-1%	4%	.
10	CCc1cc2c(NCCC(=O)O)nc(C)nc2s1	-14%	-8%	-1%	-12%[10 µM]	11%	5%	0%	6%
11	Cc1nc2sc(C(c3cccs3)N3CC(C)CC(C)C3)c(O)n2n1 (configuration not stated)	-4%	-8%	-4%	9%[10 µM]	0%	12%	2%	-12%
12	CCN(CC)S(=O)(=O)c1cccc(C(=O)N/N=C(\C)c2cccs2)c1	-2%	-8%	-11%	-11%[10 µM]	2%	1%	1%	-3%
13	O=C(COc1ccccc1)Nc1nnc(S(=O)(=O)N2CCCC2)s1	?	-23%	-7%&-2%[76.3 µM]	.	.	-14%	.	.
14	CC(C)CC1(C)NC(=O)N(CC(=O)NC(=O)Nc2ccc3c(c2)OCCO3)C1=O (configuration not stated)	-8%	-14%	23%	-8%[10 µM]	5%	0%	11%	6%
15	CCN(CC)CCNC(CC(=O)Nc1ccc(Cl)cc1Cl)C(=O)O (configuration not stated)	-2%	-2%	3%	6%[1.9 µM]	1%	-7%	4%	-6%
16	CCOC(=O)/C=C/c1nc(C(=O)OCC)c(C)c(=O)[nH]1	?	-14%	3%	27%[10 µM]	0%	-4%	-1%	.
17	FC(F)(F)c1nnc(Nc2ccc(Cl)cc2)s1	.	-6%[11.6 µM]	-16%	9%[10 µM]	-3%	7%[11.6 µM]	-2%	.
18	COc1ccc(N2C(=O)CC(N3CCCC4CCCCC43)C2=O)cc1 (configuration not stated)	-18%	1%	5%	-16%	-1%	5%	5%	6%
19	Nc1ccn(Cc2ccc(F)cc2)n1	0%	7%	10%	.	-2%	0%	-1%	9%
20	O=C(CN1CCN(Cc2ccccc2Cl)CC1)N/N=C/C=C\c1ccccc1[N+](=O)[O-]	-15%	-8%	-5%	37%[10 µM]	-2%	14%	-9%	-4%
21	O=C(O)C1=C[C@H](c2csc3ccccc23)C[C@H](OCc2ccc(CO)cc2)O1	-2%	11%	-5%	-3%[10 µM]	-16%	6%	0%	.
22	CCOc1ccc(OCc2ccc(C(=O)N3N=C(C(F)F)CC3(O)C(F)F)o2)cc1 (configuration not stated)	?	-25%	-6%	16%	3%	-1%	2%	0%
23	COc1cc(OC)c(OC)cc1CN1CCN(Cc2ccc(SC)cc2)CC1	-4%	-6%	8%	-31%[inhibitor]	-4%	1%	4%	5%
24	O=C(CCCCn1c(=O)[nH]c2ccsc2c1=O)N1CCN(c2cccc(C(F)(F)F)c2)CC1	-18%	-30%	-13%[76.3 µM]	.	.	-1%	.	.
25	COc1ccc(Cl)cc1NC(=S)NN1CCOCC1	0%	5%	8%	4%[10 µM]	-5%	-1%	-9%	6%
26	O=C(N/N=C/c1ccc2c(c1)OCO2)c1ccccn1	-14%	-1%	?	-97%[inhibitor]	2%	-8%	-8%	-5%
27	CC1CC(CC(=O)Nc2nc(-c3ccccc3)cs2)C(=O)O1 (configuration not stated)	6%	3%	2%	.	4%	3%	9%	?
28	COc1ccc(N2CC(C(=O)NCc3cccnc3)CC2=O)cc1 (configuration not stated)	-9%	-8%	3%	9%[10 µM]	0%	-1%	1%	-8%
29	CCc1ccc(C2=NNC(=Nc3cccc(S(=O)(=O)N(C)C)c3)SC2)cc1	?	?	-3%	18%[10 µM]	4%	?	-8%	8%
30	CCc1nnc(NC(=O)CSc2nc3cc4c(cc3cc2CC)OCCO4)s1	-11%	-24%	5%	12%[10 µM]	5%	?	2%	-1%

Gathered by group: the compounds so far containing a CF3 group (2)
cpd	structure	Tau fibril ThT	Tau fluor counter	GAA glycogen mod	HTT cytoprotect	aGal spleen mod	Tau FP inhib	GAA spleen mod	GAA inh
17	FC(F)(F)c1nnc(Nc2ccc(Cl)cc2)s1	.	-6%[11.6 µM]	-16%	9%[10 µM]	-3%	7%[11.6 µM]	-2%	.
24	O=C(CCCCn1c(=O)[nH]c2ccsc2c1=O)N1CCN(c2cccc(C(F)(F)F)c2)CC1	-18%	-30%	-13%[76.3 µM]	.	.	-1%	.	.

Additional entries:
cpd	structure	Tau fibril ThT	Tau fluor counter	GAA glycogen mod	HTT cytoprotect	aGal spleen mod	Tau FP inhib	GAA spleen mod	GAA inh
31	CC(C)c1ccc(NC(=O)Cn2cc(S(=O)(=O)Cc3ccccc3Cl)c3ccccc32)cc1	4%	?	7%[76.3 µM]	.	.	?	.	.
32	O=C(Nc1nnc(-c2ccc(Cl)cc2)o1)NC1CCCCC1	-2%	-2%	-3%	-2%	1%	7%	-6%	-5%
33	Cc1cc(C)c2ccc(C)[n+]([O-])c2c1O	?	-11%	-3%	-7%[10 µM]	-4%	0%	-8%	0%
34	Cc1ccccc1NC(=O)C(=O)NCCc1ccccc1	0%	14%	10%	-6%[10 µM]	0%	3%	11%	1%
35	Cc1cc(C(=O)O)cc(Br)c1N	3%	1%	-4%	.	-4%	-7%	2%	2%
36	O=C(O)Cn1nnn(-c2ccccc2)c1=S	5%	4%	11%	-16%	1%	-1%	-1%	-1%
37	O=C(OC1CCN(c2ncc(C(F)(F)F)cc2Cl)CC1)c1cccc(C(F)(F)F)c1	-12%	-7%	-9%	16%	-7%	-6%	4%	6%
38	COc1ccc(C(=O)NCc2nnc(SCC(=O)N3CCOCC3)o2)cc1OC	-6%	-4%	3%	-8%	1%	-5%	-11%	-2%
39	COc1ccc(-c2nnc(CSc3nc4ccccc4c(=O)n3CC3CCCO3)o2)cc1OC (configuration not stated)	?	-9%	4%	4%&-4%[10 µM]	5%	9%	-4%	.
40	CCn1c(NC(=O)C(C)C)c(-c2ccccc2)c(=O)c2ccccc21	-8%	-9%	3%	5%[10 µM]	5%	5%	7%	-3%
41	CC(Sc1nncs1)C(=O)NCc1ccc2c(c1)OCO2 (configuration not stated)	2%	-2%	3%	-14%[10 µM]	4%	5%	6%	-13%
42	CSc1nc(NCC(C)C)c2c3c(sc2n1)CN(C)CC3	-14%	-20%	18%	-30%	27%	-10%	0%	?
43	CC(C)c1ccc(C(=O)NC(=S)NCc2cccnc2)cc1	-14%	-12%	-5%	.	-4%	9%	-2%	-3%
44	CCOC(=O)c1sc(NC(=O)c2ccc(C)s2)cc1C	-7%	?	4%	-45%[inhibitor]	9%	-7%	-10%	?
45	O=C(Cn1c(=S)[nH]c2ncccc2c1=O)NCCc1ccccc1	7%	10%	12%	-6%[10 µM]	1%	5%	1%	-2%
46	CC1CCCCN1c1nc2nonc2nc1N1CCCCC1C (configuration not stated)	-15%	-16%	-5%	-6%[10 µM]	-1%	-3%	-3%	?

Single entries from above.
Cc1cc(C)c2ccc(C)[n+]([O-])c2c1O in HTT cytoprotect reads -7%[10 µM]
CC1CN(C(=S)NC(=O)c2ccc([N+](=O)[O-])cc2)CC(C)O1 (configuration not stated) in HTT cytoprotect reads -5%
COc1ccc(-c2nnc(CSc3nc4ccccc4c(=O)n3CC3CCCO3)o2)cc1OC (configuration not stated) in Tau fluor counter reads -9%
COc1cccc(C(=O)Nc2cc(Cl)c(O)c(Cl)c2)c1 in GAA glycogen mod reads -12%

Reprinted at random: two compounds from above.
cpd	structure	Tau fibril ThT	Tau fluor counter	GAA glycogen mod	HTT cytoprotect	aGal spleen mod	Tau FP inhib	GAA spleen mod	GAA inh
10	CCc1cc2c(NCCC(=O)O)nc(C)nc2s1	-14%	-8%	-1%	-12%[10 µM]	11%	5%	0%	6%
32	O=C(Nc1nnc(-c2ccc(Cl)cc2)o1)NC1CCCCC1	-2%	-2%	-3%	-2%	1%	7%	-6%	-5%

Results in GAA spleen mod, GAA inh and GAA glycogen mod, for 3 of the compounds above:
#	Molecule	GAA spleen mod	GAA inh	GAA glycogen mod
38	COc1ccc(C(=O)NCc2nnc(SCC(=O)N3CCOCC3)o2)cc1OC	-11%	-2%	3%
39	COc1ccc(-c2nnc(CSc3nc4ccccc4c(=O)n3CC3CCCO3)o2)cc1OC (configuration not stated)	-4%	.	4%
40	CCn1c(NC(=O)C(C)C)c(-c2ccccc2)c(=O)c2ccccc21	7%	-3%	3%
